Arr AP2 block – human beta-arrestin and AP2 interaction inhibition. FITC-arrestin peptide / GST-AP2 beads, flow cytometry; AP2 beta2 appendage carries R879A mutation. inhibition, % at 10 µM. 340,000 tested, 0.31% active. AID 504490;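 active means inhibition above a set limit, near 3 SD of compounds lacking own fluorescence, cut at about 54% in these data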;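 further: plate controls were DMSO wells for no effect and 5 µM unlabelled arrestin peptide for full effect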
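System: GST-AP2 R879A glutathione beads | Also added: FITC-arrestin peptide, 50 nM | Times: 12 min plus 1 h, RT | Signal: Bead flow cytometry, FITC channel | Buffer or medium: PBS with 0.05% Tween 20 and 0.1% BSA | Read-out basis: Percent drop in bead-associated FITC signal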
RTF Ca sens inh – cardiac RTF calcium desensitization; P19429+P45379; IANBD-labeled cardiac RTF, Ca2+ fluorescence; inhibition, % at 7.15 µM; 340,000 tested, 0.12% active;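 active means inhibition above the mean inhibition of all tested compounds plus 3 SD, cut at about 17% in these data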;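 further: assay run at fixed EC70 calcium of 1.6 mM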
CAL PDZ FP-1 – inhibitors of human CAL PDZ peptide binding. Q9HD26. purified CAL PDZ, TMR-peptide fluorescence polarization, 1 h. inhibition, % at 24.9 µM. 300,000 tested, 0.92% active. AID 602252;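 active means mean inhibition of at least 30% with at least half of replicates also reaching 30%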;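 further: 0% = DMSO neutral control and 100% = excess unlabeled competitor peptide PRC23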
V-ATPase pH – regulators of yeast V-ATPase proton transport; S. cerevisiae, pHLuorin cytosolic pH fluorescence; AID 504577; response, % at 10 µM; 350,000 tested, 0.37% active; in the data active means response mostly above about 7.3%, no sharp cut-off; inactive means mostly below about 5.4%; further: actives read high; inactives centre near 0; some compounds called inactive have numbers as strong as hits; reference of the scale not given here
DAGLB inh – diacylglycerol lipase beta (human) inhibition; Q8NCG7; HEK293T DAGLB membrane lysate, EnzChek fluorogenic substrate; inhibition, % at 5.17 µM; 340,000 tested, 0.059% active; in the data active means inhibition above about 34%;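 further: 0% = enzyme with vehicle and 100% = wells lacking enzyme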
Keap1-Nrf2 PPI – inhibitors of human Keap1-Nrf2 protein-protein interaction. Q14145. Keap1 Kelch-Nrf2 peptide fluorescence polarization, 1536-well. inhibition, % at 9.4 µM. 340,000 tested, 0.15% active. AID 504523; in the data active means inhibition above about 12%;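 further: human Keap1 Kelch domain with fluorescein labeled Nrf2 9mer peptide probe; 0% = neutral control wells and 100% = peptide positive control; higher means more block of Keap1 binding to Nrf2 peptide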
LANA DNA inh – KSHV C-LANA DNA binding inhibition; 340,000 tested, 0.078% active; inhibition, % at 9 µM; MBP-C-LANA/FAM-LBS DNA binding, fluorescence polarization; AID 504423;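 active means highest replicate inhibition at or above 60% at 9 µM, even if other replicates fall short; inactive means all replicates below 60% inhibition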;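 further: 0% = neutral control wells and 100% = 4 µM acridine orange control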
CAL PDZ FP-2 – inhibitors of human CAL PDZ peptide binding; purified CAL PDZ, TMR-peptide fluorescence polarization, 1 h; inhibition, % at 20 µM; 330,000 tested, 0.02% active; AID 504414;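 active means highest replicate inhibition of at least 40%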;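 further: plate controls were DMSO neutral control wells for no effect and unlabeled competitor peptide control wells for full effect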
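System: purified tagged CAL PDZ domain construct (CerCALP). Schedule: 1 h incubation at room temperature before polarization reading. Medium: 25 mM sodium phosphate pH 7.4, 150 mM NaCl, TCEP, IgG, Thesit. Read-out: percent inhibition from loss of millipolarization. Measured by: FP readout, S and P plane fluorescence. Probe or stimulus: fluorescent TMR peptide probe.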
Pemphigus Ab inh – inhibitors of pemphigus antibody binding to human desmoglein-3. 310,000 tested, 0.48% active. binding (percent of control), % at 10 µM. AID 588358. P32926. DSG3-coupled beads, scFv-anti-DSG3-GFP binding, flow cytometry; stronger effect = lower value;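 active means binding more than 3 SD below its plate's average and above zero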;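 further: hits lower antibody fragment binding to DSG3; some compounds called inactive have numbers as strong as hits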
NSD2 inh – inhibitors of human histone methyltransferase NSD2. O96028. NSD2 peptide methylation, AlphaScreen, 120 min. inhibition, % at 12.5 µM. 310,000 tested, 0.54% active. AID 743445; in the data active means inhibition above about 50%
Numbers without * were called inactive; nt = not tested or not shown.

| Compound | V-ATPase pH | Arr AP2 block | NSD2 inh | RTF Ca sens inh | DAGLB inh | CAL PDZ FP-2 | Keap1-Nrf2 PPI | Pemphigus Ab inh | CAL PDZ FP-1 | LANA DNA inh |
| --- | --- | --- | --- | --- | --- | --- | --- | --- | --- | --- |
| COc1cc(C(=O)NCC(=O)N/N=C(/C)c2cccs2)cc(OC)c1OC | -1 | -3 | 0 | 4 | 0 | -2.2 | 2 | 92 | -3 | 0.2 |
| NC(=O)c1ccc(C(F)(F)F)n(Cc2ccc(Cl)cc2)c1=O | 5 | 19 | -1 | -2 | 0 | -2.2 | 0 | 101 | nt | -0.1 |
| Cc1cc(-c2n[nH]c(=S)n2/N=C/C=C/c2ccco2)n[nH]1 | 0 | -12 | 9 | -7 | 0 | 0.9 | 2 | 108 | -5 | 9.2 |
| CCCCN1C(=O)C(O)(c2ccccc2)c2cc(Br)ccc21 (stereo not given) | -2 | -13 | -3 | -5 | -2 | -0.1 | -2 | 99 | nt | -0.8 |
| COc1cc2c(cc1OC)-c1cc3ccc4c(c3c[n+]1CC2)OCO4 | 4 | 13 | nt | -77 | -12 | 0.7 | 5 | 117 | -9 | 43 |
| CC(C)NS(=O)(=O)c1ccc(CCC(=O)NCc2ccco2)cc1 | -1 | 10 | -4 | -14 | -1 | -3.5 | -1 | 100 | -4 | -0.7 |
| C=CCOc1ccc(/C=C/C(=O)OCC(=O)NCc2cccc(OC)c2)cc1 | -2 | -4 | 0 | 3 | -5 | -0.6 | -1 | nt | nt | -1.4 |
| Oc1ccc(Cl)cc1CNCc1ccc(F)cc1 | -2 | -7 | nt | -9 | -10 | -1.6 | -3 | 104 | -3 | 0.1 |
| Cn1cncc1C#Cc1c(-c2ccsc2)sc2ccccc12 | -3 | -5 | nt | 8 | 2 | -1.3 | 2 | 100 | -4 | 0.5 |
| CC1(C)CC(Nc2ccc(Nc3ccccc3)cc2)CC(C)(C)N1 | 0 | 12 | 37 | -9 | 2 | -0.4 | 2 | 88 | -8 | 0.2 |
| NC(=O)Cn1c(=O)n(CCC(=O)Nc2ccc(F)cc2)c(=O)c2sccc21 | 3 | -11 | -1 | -5 | 0 | -1.9 | -1 | 107 | -3 | -0.2 |
| O=C(O)CCCN1C(=O)/C(=C\C(Cl)=C\c2ccccc2)SC1=S | -2 | 38 | 5 | 0 | 0 | 0.7 | -1 | 101 | -2 | 14 |
| Cc1coc(=N)n1CC(=O)c1ccc(Cl)cc1 | 3 | -10 | -2 | nt | nt | -0.4 | -3 | 110 | 2 | 0.4 |
| Cc1cccc(N=C2NC(=O)/C(=C/c3cccn3C)S2)c1C | 1 | 0 | 17 | -10 | 6 | -0.1 | -9 | 107 | nt | -4.5 |
| CC(NC(=O)CCNC(=O)c1ccccc1Cl)c1ccc(-n2ccnc2)cc1 (stereo not given) | 1 | 1 | -1 | -6 | 0 | 0.7 | -1 | 110 | -3 | 0.6 |
| O=Cc1ccc(OC(=O)/C=C/c2ccccc2)cc1 | -2 | 1 | 2 | -3 | -4 | 0.3 | 1 | 98 | 79* | 0.7 |
| CC(C)(C)NC(=O)C(c1ccc(O)cc1)N(Cc1ccco1)C(=O)CCC(=O)Nc1ccccn1 (stereo not given) | 7 | -5 | -4 | 9 | 0 | -3.6 | -3 | 111 | -7 | 0.2 |
| Cc1ccc(C(=O)NCCCn2ccnc2)o1 | -4 | 23 | 2 | -7 | -1 | -3.1 | -2 | 94 | 3 | 2.1 |
| CCN(CC(=O)NC(=O)NCc1ccccc1)Cc1ccccc1 | 0 | -2 | -1 | -5 | -2 | -2.7 | -2 | nt | -2 | -1.8 |
| COc1ccc([N+](=O)[O-])cc1NC(=O)CSc1nccc(C)n1 | 1 | -1 | 0 | -24 | 2 | -1.1 | -2 | 88 | -1 | -0.8 |
| CN(C)c1nc(OCCNC(=O)Nc2ccccc2)nc(N2CCCCC2)n1 | 4 | 4 | 3 | 6 | -6 | -2.6 | 3 | 101 | -1 | 2.0 |
| COC(=O)C1=CN(Cc2cccs2)C=C(C(=O)OC)C1c1ccc(OC)cc1OC | 1 | 24 | -43 | 6 | 1 | nt | 3 | 101 | 5 | 1.3 |
| Cc1cc(C(=O)NNC(=O)c2ccc(Cl)cc2)no1 | -3 | -4 | 1 | 1 | -2 | 0.8 | 0 | 97 | -5 | -0.6 |
| Cc1c(Cl)ccc2c(C(O)CBr)cc(-c3ccccc3)nc12 (stereo not given) | -1 | 10 | 3 | 4 | -3 | -1.4 | -7 | nt | 5 | 0.7 |
| COC(=O)c1ccc(NC(=O)C(=O)N2CCN(C(=S)Nc3cccc(C)c3C)CC2)cc1 | -1 | 23 | 4 | 9 | 1 | -2.6 | -2 | 93 | -5 | -0.7 |
| Cc1ccc(-n2c(=O)[nH]c3c(C(N)=O)nc(-c4ccc(C)o4)nc32)cc1 | 0 | 9 | -2 | 4 | 3 | -4.9 | -7 | 106 | -1 | -0.1 |
| C#CCSc1nnnn1-c1cccc(Cl)c1 | -2 | -5 | 0 | 0 | -1 | -0.9 | -5 | 103 | nt | -1.4 |
| CCCc1nnc2n1N=C(c1ccc(OC)c(OC)c1)CS2 | -1 | 2 | nt | -3 | 0 | -0.1 | -2 | 105 | 4 | 1.6 |

A draw from above in order of molar mass, highest first:
| Compound | V-ATPase pH | Arr AP2 block | NSD2 inh | RTF Ca sens inh | DAGLB inh | CAL PDZ FP-2 | Keap1-Nrf2 PPI | Pemphigus Ab inh | CAL PDZ FP-1 | LANA DNA inh |
| --- | --- | --- | --- | --- | --- | --- | --- | --- | --- | --- |
| Cc1ccc(-n2c(=O)[nH]c3c(C(N)=O)nc(-c4ccc(C)o4)nc32)cc1 | 0 | 9 | -2 | 4 | 3 | -4.9 | -7 | 106 | -1 | -0.1 |
| COc1cc2c(cc1OC)-c1cc3ccc4c(c3c[n+]1CC2)OCO4 | 4 | 13 | nt | -77 | -12 | 0.7 | 5 | 117 | -9 | 43 |
| C#CCSc1nnnn1-c1cccc(Cl)c1 | -2 | -5 | 0 | 0 | -1 | -0.9 | -5 | 103 | nt | -1.4 |

An excerpt from above with just LANA DNA inh.
SMILES,LANA DNA inh
COc1cc(C(=O)NCC(=O)N/N=C(/C)c2cccs2)cc(OC)c1OC,0.2
CCCc1nnc2n1N=C(c1ccc(OC)c(OC)c1)CS2,1.6

Compound activity (PubChem BioAssay)

The list is partial; count on the stated rates, not on these rows.
